# Source: PubChem BioAssay (NCI)
# Growth percent in the NCI-60 one-dose screen (48 h, 10 µM unless noted): 100 = growth as untreated, 0 = no growth, -100 = all killed.
# HS 578T – HS 578T breast cancer; actives 4.1% (n = 78,000); AID 1794788
# K-562 – K-562 leukemia | AID 1794777 | actives 7.4% (n = 78,000)
# MDA-MB-231 – MDA-MB-231 breast cancer; actives 5% (n = 81,000); AID 1794789
# T-47D – T-47D breast cancer; AID 1794792; actives 5% (n = 79,000)
# BT-549 – BT-549 breast cancer | actives 4.4% (n = 78,000)
# MDA-MB-468 – MDA-MB-468 breast cancer; actives 8.5% (n = 78,000)
# SR – SR leukemia cells | actives 8.7% (n = 73,000) | AID 1794780
# MCF7 – MCF7 breast cancer. actives 6.3% (n = 82,000)
# An asterisk follows results filed as active; / = not tested or not shown. Rule for the calls: active = growth percent below 10; inactive = the rest.
# Start of the data: the first two compounds, ahead of the listing:
SMILES,HS 578T,K-562,MDA-MB-231,T-47D,BT-549,MDA-MB-468,SR,MCF7
CCCCCCCCCCC1OCC(C)O1 (configuration not stated),98,113,105,86,100,94,102,100
c1ccc(Nc2cc(-c3cccnc3)[nH]n2)cc1,101,101,107,100,99,106,/,89

# The listing, from the first entry:
SMILES,HS 578T,K-562,MDA-MB-231,T-47D,BT-549,MDA-MB-468,SR,MCF7
CCCCCCCCCCC1OCC(C)O1 (configuration not stated),98,113,105,86,100,94,102,100
c1ccc(Nc2cc(-c3cccnc3)[nH]n2)cc1,101,101,107,100,99,106,/,89
COc1ccc(C(=O)Nc2sc3c(c2C#N)CCC(=O)C3)cc1C(F)(F)F,-12*,3.5*,-51*,-51*,-58*,-39*,0.6*,-10*
CC(C)(C)NCc1cc(C(C)(C)C)cc(-c2ccc(Cl)cc2)c1O,51,52,39,82,102,89,75,84
Nc1ccc(N=Nc2ccccc2Cl)c(N)n1,75,92,78,89,65,65,37,95
Nc1nc(SCc2ccc(Cl)cc2Cl)c2ncn(C3OC(CO)C(O)C3O)c2n1 (configuration not stated),99,99,94,86,102,100,87,100
Nc1ncnc2c1ncn2C1(CO)OCC(O)C(O)C1O (configuration not stated),104,110,109,96,/,108,109,101
c1nc(N2CCOCC2)c2[nH]ccc2n1,97,93,107,112,101,108,92,91
Cc1c(C(CC(=O)O)c2ccccc2)c(=O)[nH]n1-c1ccccc1 (configuration not stated),100,93,102,89,110,103,106,93
Nc1ccc2c(O)c(N=Nc3ccc(N=Nc4ccc(S(=O)(=O)O)cc4)cc3)c(S(=O)(=O)O)cc2c1,95,106,109,94,114,107,101,112
CC(C)(C)n1cc(-c2ccnc(NCCCNS(=O)(=O)c3ccc(F)cc3)c2)c(-c2cccc(F)c2)n1,79,18,76,25,50,53,14,41
O=C1/C(=C/c2ccccc2Cl)CCc2ccccc21,99,105,111,105,108,101,/,88
COc1cccc2cc(-c3cc4ccccc4[nH]3)/c(=N/C(=S)Nc3ccc(C)cc3)oc12,14,80,39,/,90,82,123,74
COc1cccc(N=CNc2cccc(OC)c2)c1,105,66,92,92,101,107,94,92
COc1ccccc1/C=C/c1c(C(=O)O)cccc1[N+](=O)[O-],/,88,109,96,105,103,103,97
CS(=O)(=O)c1ccc(-c2nc3ccccn3c2C=Nc2ccc(Br)cc2)cc1,94,21,79,64,71,96,81,64
COc1ccc2[nH]c(=O)c(C3C4=C(CC(C)(C)CC4=O)Nc4c3c(C)nn4-c3ccccc3)cc2c1 (configuration not stated),105,104,97,86,109,108,94,93
COc1cc(-c2nn(-c3ccc(Br)cc3)cc2C(=O)O)ccc1O,101,/,126,99,99,103,84,81
Oc1c(-c2n[nH]c(=S)o2)sc2nnc(-c3ccccc3)c(-c3ccccc3)c12,121,/,109,105,99,108,83,92
CN(C)c1nc2ccccc2c2c(=O)c3ccccc3sc12,88,92,79,67,103,84,78,42
Cc1nn(-c2ccc(F)cc2)c2ncnc(Oc3ccc(NC(=O)Nc4cccc(C(F)(F)F)c4)cc3)c12,90,108,102,98,109,88,89,97
CC(C)(C)c1cn2cccc(C(=O)N3CCN(CC(=O)Nc4ccc(Cl)cc4C(=O)c4ccccc4Cl)CC3)c2n1,32,33,74,32,-15*,/,13,44
CCCCC(=O)OCCc1ccccc1,91,102,101,/,/,95,107,101
CCc1cn(O)c(C)cc1=N,121,102,114,95,106,/,108,101
CCOC(=O)C(Cl)Cc1ccccc1 (configuration not stated),/,87,115,93,97,88,101,96
O=C1Nc2cnc(Cl)nc2Nc2ccc(Cl)cc21,58,94,108,101,94,103,83,89
Cc1cc(O)cc(-c2nn(C)cc2-c2cc(N3CCOCC3)nc(-c3cccnc3)n2)c1,20,22,53,29,36,-3.2*,15,15
O=C(COc1ccccc1)N1N=C(c2ccc(Cl)cc2)CC1c1c[nH]c2ccccc12 (configuration not stated),94,71,48,51,71,86,11,40
O=C(O)CNC(=O)c1cccc(N2C(=O)/C(=C/c3cccc(F)c3)SC2=S)c1,97,99,99,100,109,102,/,97
C=C1CCC2C3(C)COC(c4ccccc4Br)OC3CCC2(C)C1C/C=C1/C(=O)OCC1OC(C)=O (configuration not stated),-31*,-43*,-37*,-69*,-74*,-34*,-41*,-69*

# 13 structures out of the list, sorted by molar mass, smallest number first.
SMILES,HS 578T,K-562,MDA-MB-231,T-47D,BT-549,MDA-MB-468,SR,MCF7
CCc1cn(O)c(C)cc1=N,121,102,114,95,106,/,108,101
CCOC(=O)C(Cl)Cc1ccccc1 (configuration not stated),/,87,115,93,97,88,101,96
O=C1Nc2cnc(Cl)nc2Nc2ccc(Cl)cc21,58,94,108,101,94,103,83,89
COc1ccccc1/C=C/c1c(C(=O)O)cccc1[N+](=O)[O-],/,88,109,96,105,103,103,97
COc1cc(-c2nn(-c3ccc(Br)cc3)cc2C(=O)O)ccc1O,101,/,126,99,99,103,84,81
Oc1c(-c2n[nH]c(=S)o2)sc2nnc(-c3ccccc3)c(-c3ccccc3)c12,121,/,109,105,99,108,83,92
O=C(O)CNC(=O)c1cccc(N2C(=O)/C(=C/c3cccc(F)c3)SC2=S)c1,97,99,99,100,109,102,/,97
Cc1cc(O)cc(-c2nn(C)cc2-c2cc(N3CCOCC3)nc(-c3cccnc3)n2)c1,20,22,53,29,36,-3.2*,15,15
O=C(COc1ccccc1)N1N=C(c2ccc(Cl)cc2)CC1c1c[nH]c2ccccc12 (configuration not stated),94,71,48,51,71,86,11,40
CS(=O)(=O)c1ccc(-c2nc3ccccn3c2C=Nc2ccc(Br)cc2)cc1,94,21,79,64,71,96,81,64
Cc1nn(-c2ccc(F)cc2)c2ncnc(Oc3ccc(NC(=O)Nc4cccc(C(F)(F)F)c4)cc3)c12,90,108,102,98,109,88,89,97
C=C1CCC2C3(C)COC(c4ccccc4Br)OC3CCC2(C)C1C/C=C1/C(=O)OCC1OC(C)=O (configuration not stated),-31*,-43*,-37*,-69*,-74*,-34*,-41*,-69*
CC(C)(C)c1cn2cccc(C(=O)N3CCN(CC(=O)Nc4ccc(Cl)cc4C(=O)c4ccccc4Cl)CC3)c2n1,32,33,74,32,-15*,/,13,44

# More records:
SMILES,HS 578T,K-562,MDA-MB-231,T-47D,BT-549,MDA-MB-468,SR,MCF7
COc1ccc([N+](=O)[O-])cc1Nc1n[nH]c(-c2ccccc2)n1,46,101,77,72,80,84,/,93
CN(C)Cc1cc(OCc2ccccc2)cc(CN(C)C)c1O,104,111,106,104,96,91,130,104
COc1cc2cc(Oc3ccc(NC(=O)Nc4ccccc4)cc3)c(C)nc2cc1OC,78,43,80,97,104,35,43,73
COc1ccc2cc(-c3cc4ccc(OC)cc4oc3=O)c(=O)oc2c1,109,132,115,91,97,/,98,118
COc1ccc(-c2cc(C(=O)Oc3ccc(C=O)cc3OC)nn2-c2ccc(S(C)(=O)=O)cc2)cc1OC,/,104,/,97,108,100,73,93
CCOC(=O)c1cc(=O)[nH]c(Nc2nc3ccccc3s2)n1,124,110,103,109,106,96,118,91
COc1ccc(Br)c2ccccc12,112,94,123,98,123,100,96,100
O=C1CSC(=S)N1c1ccc(Br)cc1,103,56,88,59,90,67,65,83
CC(/C=C/C=C(\C)[C@H](O)[C@H](C)C(=O)O[C@H]1C[C@H](C)C=C2C=C[C@@]3(C)O[C@@H](O)CC(=O)[C@]3(C)[C@H]21)=C\C=C\C(=O)O,-3.3*,5.9*,20,-12*,-21*,-22*,1.4*,3.1*
Fc1ccc(-c2nnc(/C=C/c3cn(-c4ccccc4)nc3-c3ccccc3)o2)cc1,97,107,94,73,87,103,66,94
COC1=CC(c2ccc[nH]2)=N/C1=C\c1[nH]c(C)c(CCCn2cc(CCC[C@@H]3Cc4cc(O)ccc4C4CC[C@]5(C)[C@@H](O)CC[C@H]5C43)nn2)c1C (some centres not stated),78,33,/,45,74,61,71,25
Cc1ccc(/C=C2/C=C(c3ccccc3)OC2=O)cc1,108,88,117,96,107,99,80,91
C=CCOC(=O)CCCCCCCC1OC1CCCCCCCC (configuration not stated),120,102,123,110,107,109,94,92
CC(C)=CCC[C@](C)(O)[C@@H]1CC=C(C)CC1,105,96,108,99,/,109,102,100
NCc1ccc(Cl)c(Cl)c1,100,101,107,88,98,105,/,100
O=C(c1ccccc1)C(c1ccccc1)N1CCOCC1 (configuration not stated),97,96,105,99,110,103,96,98
CC(C)(C)c1ccc(-c2nc(C#N)c(NC3CCS(=O)(=O)C3)o2)cc1 (configuration not stated),102,86,105,85,99,105,86,89
COc1ccc(C/C(C)=C(\c2ccc(O)cc2)c2ccc(OCCCN(C)C)cc2)cc1,89,70,106,73,108,87,60,41
Cc1csc(/N=C(N)/N=C(\N)c2cccnc2)n1,79,42,87,85,78,92,46,82
c1ccc(COCCOCc2ccccc2)cc1,90,113,123,94,112,116,101,83
CSc1ccc([N+](=O)[O-])cc1,108,101,100,113,96,119,100,97
COc1ccc(N2C(=O)c3sc4nc5ccsc5c(=O)n4c3C2=O)c(OC)c1,106,77,76,103,115,/,83,100
COc1ccc(OCC(CO)N2CCN(c3ccccc3)CC2)cc1 (configuration not stated),97,126,97,101,98,100,/,83
O=C(Nc1ccc(NC(=O)c2cc(=O)[nH]c3ccccc23)cc1)Nc1cccc(Cl)c1,93,83,79,69,79,64,36,76
O=c1c2c(=NCCN3CCCC3)cc3c(=O)n(CCCN4CCOCC4)c(=O)c4c(-c5ccc(CN6CCCC6)cc5)cc(c(O)n1CCCN1CCOCC1)c2c4-3,-26*,-21*,-47*,/,-51*,-58*,3.5*,-35*
COc1ccccc1C(=O)Nc1cccc(C2CCc3c(cc(OC)c(OC)c3OC)O2)c1 (configuration not stated),91,92,100,67,97,80,63,92
CN(C)c1ccc(C2C=Cc3ccccc3N2C(=O)c2ccccc2)cc1 (configuration not stated),84,62,89,67,89,63,/,85
CCOC(=O)C(CCc1ccccc1[N+](=O)[O-])(CCc1ccccc1[N+](=O)[O-])C(=O)OCC,84,90,74,60,94,77,52,71
CCOC(=O)c1cc2c(n1Cc1cc(OC)cc(OC)c1)-c1oncc1CCC2,21,7.7*,15,67,25,22,9.5*,12
O=S(=O)(Nc1cc(F)cc(Cl)c1)c1ccc(-c2cnc(C3CC3)o2)cc1,-3.8*,17,43,32,41,/,25,14
COc1ccc(-c2nc(SCC(C)C)nc(NCCc3c[nH]c4ccccc34)c2C#N)cc1,43,33,36,23,81,58,20,23
Cc1nn(CC(O)c2ccccc2)c(N)c1C(=O)N/N=C\c1ccc(OC(F)F)c(OCc2ccccc2)c1 (configuration not stated),88,79,89,89,105,89,68,87
C#CCC1(c2cccc(Cl)c2)NS(=O)(=O)c2ccccc21 (configuration not stated),98,109,105,93,114,93,96,100
COc1ccc(N=Nc2c(N)nn3c(-c4ccc(OC)c(OC)c4)c4c(N)c5c(nc4nc23)CCCC5)cc1,96,108,99,101,117,114,95,91
Cc1ccc2cnc(N)c(C#Cc3cncc(C(=O)NCCN4CCCCC4)c3)c2c1,84,12,84,88,/,94,/,65
Brc1c(-c2ccccc2)nc2ccccc2c1Br,/,97,91,98,79,115,94,108
C=CCn1c(SCC(=O)Nc2ccc(C(=O)/C=C/c3cc4cc(OC)ccc4nc3Cl)cc2)nnc1-c1ccc(Cl)c(Cl)c1,93,76,88,88,72,93,80,74
COc1ccc(-c2cc(-c3ccc(Nc4nc(Nc5ccc(Cl)cc5)nc(Nc5ccc(Cl)cc5)n4)cc3)no2)cc1,90,70,82,71,90,/,2.4*,61
COC(=O)[C@]1(C)CCC[C@]2(C)[C@H]3C[C@H]4C(C(C)C)=C[C@]3(CC[C@H]21)[C@H]1[C@@H]4[C@@H](OCCc2noc(C)n2)CC[C@@H]1OCCc1noc(C)n1,98,70,87,63,84,85,73,70
O[Si](O)(c1ccc(F)c2ccccc12)c1ccc(F)c2ccccc12,93,70,99,78,98,92,77,93
CC(=O)NC1C(Nc2ccc(S(=O)(=O)Nc3nccc(C)n3)cc2)OC(CO)C(O)C1O (configuration not stated),104,105,104,115,107,111,104,86
CCC1([N+](=O)[O-])COC(c2ccc(Cl)cc2)OC1 (configuration not stated),110,115,98,97,99,114,109,99
O=C(Cl)c1ccc(C(=O)Cl)cc1,97,95,98,83,103,100,98,86
O=C1OCC2=C1C(c1cccc([N+](=O)[O-])c1)CC(=O)N2c1ccc(F)cc1 (configuration not stated),97,101,110,102,121,97,109,87
C=C[C@@]12CN3CC[C@]1(O)[C@@](C(=O)OC)(CO2)c1[nH]c2ccccc2c1C3,80,34,77,41,38,-8.9*,75,43
O=C(N/N=C\c1ccccc1Cl)c1ccncc1,114,97,111,91,112,110,69,89
COc1cc(/C=C2\CN(C)C/C(=C\c3cc(CN4CCCCC4)c(O)c(OC)c3)C2=O)cc(CN2CCCCC2)c1O,82,10,7.1*,67,61,13,29,12
CC(C)(C)c1cc(Cc2cc(C(C)(C)C)c(O)c(C(C)(C)C)c2)cc(C(C)(C)C)c1O,86,88,87,90,105,86,115,83
CCOC(=O)c1cc(/C(=N/O)c2cc(OC)c(OC)c(OC)c2Br)n2cc(C)cc(C)c12,62,82,41,52,94,66,38,74
CC1(c2ccc(F)cc2)OC(=O)c2c1ccc1ccccc21 (configuration not stated),98,82,109,84,155,87,95,89
Cc1ccc(COc2nc(C)cc(C)c2C#N)cc1,84,94,76,95,99,/,83,93
N#Cc1c(NC(=O)c2ccco2)[n+]([O-])c2ccccc2[n+]1[O-],98,85,96,91,93,/,/,71
COc1cc2c(cc1OCc1ccccc1)c(=O)ccn2-c1ccc(NC(=O)C2(C(=O)Nc3ccc(F)cc3)CC2)cc1,93,38,77,/,100,84,83,66
CCCCN1C(=O)c2c(/C=C/C(=O)OCC)ccc3c(OC)cc(/C=C/C(=O)OCC)c(c23)C1=O,82,63,80,65,77,91,/,79
CCOc1ccc(-c2nc3ccc(-c4nc5ccc(N6CCN(CCNC(C)=O)CC6)cc5[nH]4)cc3[nH]2)cc1,99,81,130,80,98,88,/,35
Cc1cc2nnc(-c3ccc(Cl)cc3)n2c(SCc2ccccc2)n1,92,78,74,63,94,110,72,82
O=C1c2cccc3cccc(c23)C(=O)N1N1C(=O)c2cccc3c(N4CCOCC4)ccc(c23)C1=O,90,102,76,92,87,100,92,95
